Source: PubChem BioAssay (Broad Institute)
ERAP1 HTS inh – human ERAP1 aminopeptidase inhibitors, primary screen, biochemical, single point, plate reader; Endoplasmic reticulum aminopeptidase 1 (Homo sapiens), Q9NZ08; recombinant ERAP1, Leu-AMC fluorescence, 60 min; inhibition, % at 10.7 µM; hit rate 0.15% among 340,000; AID 652197, 2013;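 active = mean replicate inhibition of at least 30%, or all replicates individually reaching that 30% level; inactive = mean below 30% and not every replicate reaching it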;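 note: 0% = neutral control wells and 100% = L-leucinethiol positive control wells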
Target sequence (Q9NZ08 whole entry, looked up): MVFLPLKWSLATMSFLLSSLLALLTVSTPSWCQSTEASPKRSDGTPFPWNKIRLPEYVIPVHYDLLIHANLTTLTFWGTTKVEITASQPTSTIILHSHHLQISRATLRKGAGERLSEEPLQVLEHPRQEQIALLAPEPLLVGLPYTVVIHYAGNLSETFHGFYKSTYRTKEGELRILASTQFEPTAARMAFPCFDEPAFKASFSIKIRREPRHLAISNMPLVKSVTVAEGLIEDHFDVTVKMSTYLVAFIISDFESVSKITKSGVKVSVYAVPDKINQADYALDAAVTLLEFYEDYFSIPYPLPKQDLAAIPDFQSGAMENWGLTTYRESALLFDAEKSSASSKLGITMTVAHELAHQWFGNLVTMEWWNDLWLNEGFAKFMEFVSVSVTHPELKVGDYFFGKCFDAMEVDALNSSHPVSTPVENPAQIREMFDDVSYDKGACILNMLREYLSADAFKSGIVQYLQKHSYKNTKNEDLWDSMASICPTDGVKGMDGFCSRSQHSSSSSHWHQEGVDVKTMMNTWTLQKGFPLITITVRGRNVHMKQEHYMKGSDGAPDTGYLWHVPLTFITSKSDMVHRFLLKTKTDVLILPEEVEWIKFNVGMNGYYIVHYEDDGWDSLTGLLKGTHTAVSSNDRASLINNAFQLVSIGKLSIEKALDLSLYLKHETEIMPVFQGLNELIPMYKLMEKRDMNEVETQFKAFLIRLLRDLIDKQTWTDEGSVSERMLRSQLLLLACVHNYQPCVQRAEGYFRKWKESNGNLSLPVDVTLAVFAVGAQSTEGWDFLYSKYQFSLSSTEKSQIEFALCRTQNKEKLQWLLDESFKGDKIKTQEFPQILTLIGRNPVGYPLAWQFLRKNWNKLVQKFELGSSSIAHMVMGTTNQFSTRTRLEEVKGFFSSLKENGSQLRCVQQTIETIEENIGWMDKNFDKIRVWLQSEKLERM
F508del corr – F508del CFTR correction, initial screen, CFBE line, single point. CFBE cells, YFP halide quenching; stimulated with forskolin plus potentiator P3; % fluorescence drop versus neutral controls. activity (quench increase), % at 7.58 µM. hit rate 0.36% among 350,000;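 active = mean added fluorescence quench of at least 8% versus neutral control, with both replicates also reaching 8%; inconclusive = only one of the mean or replicate conditions met; inactive = mean below 8% and not both replicates reaching 8%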;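 note: cells transiently co-express mutant CFTR-F508del with the halide-sensitive YFP; corrector assay measuring rescue of mutant channel to the surface after 24 h compound exposure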
SIRT5 inh – SIRT5 desuccinylase inhibitors, primary screen, biochemical, fluorescence imaging, single point, set 5. NAD-dependent protein deacylase sirtuin-5, mitochondrial (Homo sapiens), Q9NXA8. Purified SirT5, succinyl-peptide AMC, trypsin-coupled fluorescence. inhibition, % at 15 µM. hit rate 1.1% among 330,000. AID 652115, 2013; in the data active = inhibition above about 15%; inconclusive = no clear call, values can overlap the other calls
Casp6 inh – human caspase-6 inhibitors, primary screen, biochemical, VEID-R110 fluorescence, single point, set 2 | P55212 | purified caspase-6, Z-VEID-R110 cleavage fluorescence | inhibition, % at 12.5 µM | hit rate 0.53% among 350,000 | AID 686996, 2013;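 active = mean inhibition across replicates at least about 35%, with every replicate also reaching that limit, limit read from the data; inconclusive = only one of the two criteria met; inactive = neither criterion met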;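 note: 0% = median of neutral control wells and 100% = no fluorescence left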
DENV2 CPE – inhibitors of DENV2 cytopathic effect, primary screen, cell-based, plate reader, single concentration; DENV2-infected cells, cytopathic effect rescue; CPE inhibition, % at 9.99 µM; hit rate 1.7% among 350,000; in the data active = CPE inhibition above about 20%, passing the limit was not always enough; inconclusive = no clear call, values can overlap the other calls; tested in BHK-21 cells;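 note: 0% = median of neutral control wells and 100% = median of positive control wells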
miR-122 sensor – miR-122 Renilla sensor signal increase in Huh7, primary screen, miR-122 inhibitor project, cell-based, single point, plate reader | activation (reporter increase), % at 12.5 µM | hit rate 0.3% among 340,000 | Huh7 miR-122 Renilla luciferase sensor, 48 h; neutral wells = 0, positive control = 100;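 active = mean replicate activation score at least 90 and every replicate individually at or above 90; inconclusive = only one of the two criteria met; inactive = neither criterion met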;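 note: higher luciferase means less miR-122 activity so hits act as miR-122 inhibitors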
ERp5 inh – inhibitors of ERp5-driven insulin aggregation, primary screen, biochemical, turbidity, absorbance 650 nm, single point; Protein disulfide-isomerase A6 (Homo sapiens), Q15084; 90 min; inhibition, % at 9.99 µM; hit rate 0.05% among 350,000; AID 651711, 2012;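 active = mean replicate inhibition above about 25%, with every replicate also reaching it, limit read from the data, passing the limit was not always enough; inconclusive = only one of those two criteria met; inactive = neither criterion met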
Active calls of the source: *; ? = inconclusive; nt = no result given; & = joins results of further samples; [ ] = another dose, or the depositor's remark.

ERAP1 HTS inh	F508del corr	SIRT5 inh	SMILES	Casp6 inh	DENV2 CPE	miR-122 sensor	ERp5 inh
8	0.0	-1	COc1ccc(NC(=O)COC(=O)c2ccc(-n3cnnn3)cc2)cc1Cl	1	-2	-4	-2
-1	-0.9	3	CCCc1nn(-c2cc(Cl)ccc2OC)c2c1C(=O)CCC2	-2	4	-18	3
1	0.6	-4	Cc1ccccc1NC(=O)Cc1nc(COC(=O)Cc2c(F)cccc2Cl)cs1	0	-11	-9	0
-2	2.7	1	O=C1CC(C(=O)N2CCCc3ccccc32)CN1c1ccc(F)cc1 (stereo not drawn)	1	0	-1	4
3	0.1	-2	CC1CCN(C(=O)CSc2nnc(Cc3ccccc3)o2)CC1	0	5	0	3
0	-0.1	1	Cc1ccc(S(=O)(=O)N(C)C[C@H]2Oc3ccc(NC(=O)CCC(F)(F)F)cc3CC(=O)N([C@H](C)CO)C[C@@H]2C)cc1	1	-12	-2[16.7 µM]	0
-2	1.6	-3	C=CCN1C(=O)N/C(=C/c2ccccc2OCC(=O)Nc2ccc(F)cc2)C1=O	-1	22*	nt	-7
-4	-0.6	nt	COc1cccc(Cn2nnc(C(=O)NCCc3ccc(Cl)cc3)c2N)c1	-2	3	nt	2
-2	1.2	1	CCOc1ccc(N(CC)C(=O)c2cn(CC)c(=O)c3cc(OC)c(OC)cc23)cc1	-3	2	-3	-2
-3	-0.4	-3	CCOc1ccccc1CN1CCC(Oc2cccc(C(=O)NCCOC)c2)CC1	-1	-4	nt	2
0	-1.3	2	C[C@@H]1CN([C@H](C)CO)C(=O)c2cc(C#CC3CCCC3)cnc2O[C@@H]1CN(C)C(=O)C1CC1	1	-6	-6[16.7 µM]	-1
0	-0.4	0	COc1ccc2c(c1)sc(=N)n2C	5	0	-3	-2
0	nt	-1	CC(C)(C)C(=O)Nc1nnc(-c2ccncc2)o1	-1	-7	nt	4
1	-2.0	-5	CCCNC(=O)N1CC2(C1)CN(C(=O)CC)[C@@H](CO)c1c2c2ccc(OC)cc2n1C	-1	17	nt	-1
nt	4.2	-2	C#CCN(C[C@H]1[C@H](OC(=O)NC2CCCC2)[C@H](OC(=O)NC2CCCC2)C[C@H]2C(=O)N(c3ccccc3)C(=O)[C@@H]12)S(=O)(=O)c1ccc(C)cc1	-1	3	4	0
10	0.7	nt	O=C1CC2CCCN2C=C1I (stereo not drawn)	-63	-9	-6	-3
1	-1.7	0	C[C@H](CO)N1C[C@H](C)[C@H](CN(C)C(=O)Nc2ccc3c(c2)OCO3)Oc2c(NC(=O)c3cnccn3)cccc2C1=O	0	nt	4[16.7 µM]	-4
2	0.2	-3	O=C(C[C@H]1CC[C@@H]2[C@H](COC[C@H](O)CN2Cc2cccc(F)c2)O1)NCCc1ccncc1	0	7	8[16.7 µM]	1
1	1.2	4	C[C@@H]1CN([C@@H](C)CO)C(=O)c2cccc(NS(C)(=O)=O)c2O[C@H]1CN(C)Cc1ccncc1	-1	8	2[16.7 µM]	-1
7	-0.2	0	COc1ccc(CNC(=O)CN2CCN(c3ccccc3)CC2)cc1	nt	0	-4	2
1	-1.1	nt	CCc1ccc2c(c1)C(=O)CCC2	-6	7	6	4
2	0.0	-1	COc1ccc(CN2CCCN(C)CC2)c(OC)c1C	-9	4	2	3
1	1.3	-2	COc1ccc(NC(=O)C2CC(c3cccc(Br)c3)=NO2)cc1OC (stereo not drawn)	0	0	1	-2
-2	1.6	-1	CC1CCCCC1NC(=O)CN1C(=O)COc2ccccc21 (stereo not drawn)	4	1	nt	-1
-1	-0.2	-1	Nc1ncccc1OCc1ccc(Cl)c(Cl)c1	1	-2	-7	-1

Limited to ERAP1 HTS inh (five entries from above):
mol,ERAP1 HTS inh
CCOc1ccc(N(CC)C(=O)c2cn(CC)c(=O)c3cc(OC)c(OC)cc23)cc1,-2
C[C@H](CO)N1C[C@H](C)[C@H](CN(C)C(=O)Nc2ccc3c(c2)OCO3)Oc2c(NC(=O)c3cnccn3)cccc2C1=O,1
COc1ccc2c(c1)sc(=N)n2C,0
O=C1CC2CCCN2C=C1I (stereo not drawn),10
CCc1ccc2c(c1)C(=O)CCC2,1

More records:
ERAP1 HTS inh	F508del corr	SIRT5 inh	SMILES	Casp6 inh	DENV2 CPE	miR-122 sensor	ERp5 inh
nt	1.5	nt	C[C@H](CO)N1C[C@H](C)[C@@H](CN(C)C(=O)Nc2ccc(C(F)(F)F)cc2)Oc2ccc(NC(=O)Nc3ccccc3)cc2CC1=O	nt	-1	-7[16.7 µM]	nt
-2	1.1	3	COCCNC(=O)C[C@H]1C[C@@H]2c3cc(NC(=O)CN(C)C)ccc3O[C@@H]2[C@@H](CO)O1	-5	nt	2[16.7 µM]	1
-4	-1.2	-2	COc1ccccc1CNC(=O)[C@@H]1CCCN1S(=O)(=O)c1ccc(Cl)cc1	2	11	nt	0
27	-0.8	-3	COc1ccc(CN(C)C(=O)CCCNC(=O)c2ccc(Cl)cc2)cc1	-4	0	-6	-1
-11	-0.9	1	Cc1ccc(CNC(=O)COC(=O)c2ccc(S(=O)(=O)NCc3ccco3)cc2)cc1	3	?	1	6
0	0.5	1	CC[C@]12C(=O)N(C)C[C@H]([C@@H]3C(=O)N(C)C(=O)[C@@H]31)N2C(=O)c1ccc(Br)cc1	-2	-14	-3	-5
0	0.9	-4	COc1ccc(NC(=O)CSc2nnc3n2CCCCC3)cc1S(=O)(=O)N1CCOCC1	7	?	-3	2
3	1.0	9	C/C(=N\NC(=O)c1cc(-c2ccc(Br)s2)[nH]n1)c1ccncc1	-1	?	-6	0
-1&-2	-0.5&0.7	-7	CC(C)NC(=O)N(C)C[C@H]1Oc2ccc(NS(=O)(=O)c3ccccc3)cc2C(=O)N([C@H](C)CO)C[C@H]1C	-1&1	-1&-11	-3[16.7 µM]	-2&3
12	2.5	-4	CCCNC(=O)C1(C)CCCN(C(=O)c2cccc(Cl)c2)C1 (stereo not drawn)	4	-3	-1	7
1	nt	-6	Cc1cccc(Nc2nc(C)cc(C)n2)c1	4	6	-1	3
-3	2.3	-2	CN1CCN(C(=O)c2cc(=O)c3cc(Cl)ccc3o2)CC1	3	1	-1	8
1	-2.4	0	Cc1noc(C)c1NC(=O)N(C)C[C@@H]1Oc2c(NC(=O)C3CCCCC3)cccc2C(=O)N([C@H](C)CO)C[C@@H]1C	0	-1	6[16.7 µM]	-8
0	4.9	0	CN(C(=O)CSc1cccc[n+]1[O-])C1CCCCC1	2	-4	0	6
0	0.3	-1	O=C1NC(=Nc2cccc([N+](=O)[O-])c2)SC1(CO)CO	0	-2	nt	2
-3	-2.4	-6	CC(C)NS(=O)(=O)c1ccc(CCC(=O)N2CCCCC2)cc1	-5	3	1	0
2	-2.7	2	CCOC(=O)c1c(-c2ccccc2)csc1N1C(=O)Nc2ccccc2N1O	2	5	nt	-3
0	4.5	-2	CCOC(=O)C1=C[C@@H](C(C)(C)C)N(S(=O)(=O)c2ccc([N+](=O)[O-])cc2)[C@H]1c1ccccc1	nt	?	-6	2
-9	3.8	-5	Cc1ccc(OCC(=O)Nc2nc(C)c(Cl)cc2Cl)c([N+](=O)[O-])n1	3	-6	nt	6
-4	-0.8	-2	CCN(CC(=O)Nc1ccccc1OC)C(=O)c1ccc(N(C)S(=O)(=O)c2ccc(C)cc2)cc1	-130	6	-5	2
-1	0.2	1	COCC(=O)NC[C@@H]1[C@@H](c2ccc(-c3ccccc3)cc2)[C@H](CO)N1C(C)=O	1	41*	12[16.7 µM]	19
0	4.2	-2	Cc1ccc(NC(=O)c2cccc(S(=O)(=O)NCc3ccccc3)c2)nc1	-3	1	nt	-2
-1	1.3	-1	CCNC(=O)C[C@@H]1C=C[C@H](NS(=O)(=O)c2ccc(F)cc2)[C@H](CO)O1	0	2	-8[16.7 µM]	-2
2	0.7	nt	CCN(CC)C(=O)c1cccc(-c2csc(C(C)(NC(C)=O)c3ccc(OC)cc3)n2)c1 (stereo not drawn)	1	-4	0	6
nt	1.4	-3	CN(C)/C=N/c1nc(Sc2ccc(C(F)(F)F)cc2[N+](=O)[O-])n[nH]1	-1	-1	nt	-1

ERAP1 HTS inh	F508del corr	SIRT5 inh	SMILES	Casp6 inh	DENV2 CPE	miR-122 sensor	ERp5 inh
3	1.9	0	Fc1ccc(C2CCCN2Cc2nc(Cc3ccccc3)no2)cc1 (stereo not drawn)	-1	0	-4	-1
1	-4.8	-3	Cc1ccc(NC(=O)NC(=O)CSc2n[nH]c(N)n2)c(C)c1	-4	3	2	0
-4	1.7	11	COC(=O)c1cccnc1-n1c(=O)c2cccnc2n(Cc2cccc(OC)c2)c1=O	1	-2	0	0
-2	-1.1	-2	Cc1noc(C)c1NC(=O)Nc1ccc2c(c1)CC(=O)N([C@H](C)CO)C[C@@H](C)[C@H](CN(C)Cc1ccc3c(c1)OCO3)O2	0	10	0[16.7 µM]	1
-4	-3.4	-2	Cc1cc(C)n(C(=O)CNC(=O)c2ccccc2Br)n1	-1	-3	-1	-1
0	nt	1	CCCN1CCC(NC(=O)Cc2ccc(C)cc2)CC1	-9	-1	nt	-2
1	0.0	6	O=C(CNc1ccc(Br)cc1)Nc1ccc(S(=O)(=O)N2CCCCC2)cc1	-5	?	3	1
6	nt	-1	C=CCn1c(=O)/c(=C/c2ccc(F)cc2)s/c1=C(\C#N)c1nnc2n1CCCCC2	4	1	-5	-6
-2	-1.0	12	COc1ccc(S(=O)(=O)N(C)C[C@@H]2Oc3ccc(NS(=O)(=O)c4ccc(C)cc4)cc3C(=O)N([C@H](C)CO)C[C@@H]2C)cc1	1	-5	nt	5
0	2.0	-1	COc1cccc(-n2c([S-])c(C(=O)Nc3ccc(S(=O)(=O)N4CCOCC4)cc3)[n+]3cc(C(N)=O)ccc23)c1	0	-1	17	-4
2	0.9	0	NC(=O)c1cc(S(=O)(=O)N2CCCC2)ccc1OCc1ccc(F)cc1	-3	-6	-4	0
-3	-0.8	0	COc1ccc(-c2noc(CN(C)C(=O)c3ccco3)n2)cc1	0	-1	-3	6
3	0.7	9	COc1ccc(Br)cc1/C=C\C(=O)NCc1cccnc1	0	-6	0	-1
0	1.0	nt	CNC[C@H]1Oc2ccc(N)cc2C(=O)N([C@@H](C)CO)C[C@@H]1C	1	-4	0[16.7 µM]	1
0	-2.9	-1	O=C(C[C@@H]1CC[C@@H]2[C@H](COC[C@H](O)CN2C(=O)Nc2cccc(Cl)c2)O1)NCCCN1CCOCC1	2	-4	5[16.7 µM]	0
-1	3.0	-7	COc1ccc(CCNC(=O)C2CCN(C(=O)c3ccc(F)cc3)CC2)cc1	1	4	2	-7
2	-0.3	1	CN(CC(=O)Nc1ccc(F)c(F)c1F)C(=O)c1ccc2c(c1)OCCO2	-1	15	nt	2
0	0.1	0	CN(C)S(=O)(=O)c1ccc(C(=O)NCCc2ccco2)cc1	6	6	nt	2
0	-1.6	-3	CCOc1ccc(NC(=O)Nc2cccn(Cc3ccccc3)c2=O)cc1	5	-2	nt	-2
0	-1.8	1	CC(C)NC(=O)N1CCCCN2[C@H](CO)[C@@H](c3ccc(C#Cc4ccccc4)cc3)[C@H]2C1	1	-7	-18[16.7 µM]	9
2	-2.1	0	COc1ccc(NC(=O)Nc2ccc3c(c2)CC(=O)N([C@@H](C)CO)C[C@@H](C)[C@@H](CN(C)CC2CC2)O3)cc1	0	17	-4[16.7 µM]	-8
5	-3.7	6	COCCN(CCOC)Cc1c(O)ccc2c1O/C(=C\c1ccco1)C2=O	7	-1	-12	1
2	2.5	-4	O=C(NCCc1ccccn1)c1ccc(NS(=O)(=O)c2ccc(F)cc2)cc1	6	6	-3	2
